Compound activity: PubChem, National Center for Advancing Translational Sciences (NCATS)
MBNL1 CUG block = MBNL1-poly(CUG) RNA binding inhibition; hit rate 0.036% among 280,000; Potency, µM (doses to about 57.5 µM), inactives show at the highest dose activity change, negative = inhibition, usual class: inhibitors; Q9NR56; TR-FRET MBNL1-His/biotin-(CUG)12 binding, 665/545 ratio; AID 2675; active means well fitted inhibition curve with a large enough effect in the signal ratio, with a control signal flat, not every such curve was filed as active; inconclusive means small, poorly fitted or top-dose-only effect, or effect the other way, or a change in a side signal; inactive means no such curve, though single readings can be large or run the other way; the % refers to the signal ratio; further: potency means the concentration at half of the fitted maximal effect; on the % scale 0 is the no-effect control and ±100 the full control effect
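Compound titration spanned 92 nM–58 uM against the MBNL1-His/biotin-(CUG)12 complex. After 60 min at room temperature with 5 nM streptavidin-XL665 and 0.055 ng/ul terbium anti-His, ratiometric 665/545 nm emission (Ex 340 nm) normalized to controls.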
Gal4-VP16 FLuc = counter-screen for ROR gamma inhibitors: Gal4-VP16 reporter; Drosophila S2 Gal4-VP16 UAS-luciferase, luminescence, 20 h; AID 2546; hit rate 3.5% among 310,000; Potency, µM (doses to about 53.6 µM), for inactives: at the top dose activity, negative = inhibition, actives largely listed as inhibitors;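 further: Gal4-VP16 expression switched on by copper sulfate through the metallothionein promoter; potency means the concentration at half of the fitted maximal effect; on the % scale 0 is the no-effect control and ±100 the full control effect; nearly all actives have a fitted effect of over 50% in size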
ELG1 repair inh = blocks ELG1-dependent DNA repair in HEK293T cells; HEK293T ELG1-luciferase reporter, luminescence, 16 h; DNA damage induced by 5-fluorouridine; Potency, µM (titrated, usually from 46.1 µM), without a hit: at the top dose activity change, negative = inhibition, most hits filed as inhibitors; AID 504467; hit rate 2.3% among 330,000; further: potency means the concentration at half of the fitted maximal effect; on the % scale 0 is the no-effect control and ±100 the full control effect; nearly all actives have a fitted effect of over 55% in size
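5-Fluorouridine DNA damage + compound/DMSO, 2,000 cells/well, 16 h, 37 °C/5% CO2. ONE-Glo, 30 min RT, luminescence. Readout = decrease in reporter signal.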
KCNH2 3.1 inh = KCNH2 3.1 (human) potassium channel inhibition. U2OS KCNH2 3.1, thallium flux FluxOr; stronger effect = lower value. activity change, % (tested at about 1.8 µM). hit rate 0.95% among 340,000;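 active means maximum activity change below -70%; inconclusive means maximum activity change from -70% to -50%; inactive means maximum activity change above -50%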;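 further: thallium influx rate constant from kinetic fluorescence after stimulation buffer; on the % scale 0 is the no-effect control and ±100 the full control effect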
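Measured as rate of thallium-driven FluxOr signal in transduced U2OS cells carrying the 3.1 channel, read kinetically for 2 min upon stimulation; values are rate constants scaled to DMSO control wells.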
RORg inh = ROR gamma (mouse) transcription inhibition | P51450 | hit rate 5.4% among 310,000 | Drosophila S2 Gal4-RORgamma UAS-luciferase reporter, 20 h | Potency, µM (top dose mostly 53.6 µM), for inactives: at the top dose activity change, negative = inhibition, most hits filed as inhibitors | AID 2551; further: potency means the concentration at half of the fitted maximal effect; on the % scale 0 is the no-effect control and ±100 the full control effect; nearly all actives have a fitted effect of over 60% in size
Target sequence (P51450 whole entry, looked up, the tested form may be a part): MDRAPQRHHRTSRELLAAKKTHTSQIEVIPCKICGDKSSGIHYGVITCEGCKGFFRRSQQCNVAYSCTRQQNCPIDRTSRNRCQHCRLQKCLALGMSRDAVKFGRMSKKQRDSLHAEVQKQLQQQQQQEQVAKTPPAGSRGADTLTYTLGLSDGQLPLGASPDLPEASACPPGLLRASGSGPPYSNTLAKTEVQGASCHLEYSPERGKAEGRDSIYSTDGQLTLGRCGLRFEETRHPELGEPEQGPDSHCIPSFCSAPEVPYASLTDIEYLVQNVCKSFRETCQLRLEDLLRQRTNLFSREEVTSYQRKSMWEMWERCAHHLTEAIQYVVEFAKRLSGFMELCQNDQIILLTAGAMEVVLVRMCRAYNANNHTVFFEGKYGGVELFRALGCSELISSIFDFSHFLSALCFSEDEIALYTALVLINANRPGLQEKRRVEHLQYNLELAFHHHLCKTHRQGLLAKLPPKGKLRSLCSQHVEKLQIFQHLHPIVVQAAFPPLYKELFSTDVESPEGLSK
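Luminescence from a UAS-regulated Photinus luciferase reporter in stably transfected Drosophila Schneider cells is measured; decreased signal marks ROR gamma inhibition. Fusion expression is induced by 700 uM copper sulfate for 20 hr.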
Rab9 prom act = activators of Rab9 promoter. Huh7 Rab9 promoter-luciferase reporter, luminescence, 24 h. Potency, µM (highest dose often 9.22 µM), for inactives: at the top dose activation, negative = inhibition, most hits filed as activators. hit rate 2.8% among 320,000; further: potency means the concentration at half of the fitted maximal effect; % of control where 0% means no effect; nearly all actives have a fitted effect of over 60% in size
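Measured in stably transfected Huh7 cells bearing a Rab9 promoter–luciferase construct: 24 h compound treatment at 37 °C, followed by luminescence detection.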
Mito fusion yeast = inhibitors of mitochondrial division or activators of mitochondrial fusion. Potency, µM (top dose mostly 46.1 µM), for the others: at the highest dose growth rescue (activation), most hits filed as activators. hit rate 0.23% among 320,000. AID 485298. S. cerevisiae fusion-defective mutant growth rescue, CellTiterGlo 48 h;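 further: potency means the concentration at half of the fitted maximal effect; % of control where 0% means no effect; nearly all actives have a fitted effect of over 45% in size; temperature-sensitive fusion mutants such as fzo1-1 at 37 °C on non-fermentable ethanol glycerol medium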
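Compounds are tested for their ability to restore growth of mitochondrial fusion-defective yeast strains at non-permissive 37C in YPEG medium over 48 hours. Viability is quantified by luciferase luminescence.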
Menin-MLL TR inh = inhibitors of human menin-MLL interaction, mutant MLL peptide; Menin + Texas Red MLL mutant peptide, fluorescence polarization; O00255; hit rate 0.23% among 270,000; Potency, µM (highest dose often 61.6 µM), for inactives: at the highest dose FP activity change, negative = inhibition, actives largely listed as inhibitors; active means well fitted inhibition curve with a large enough effect in the polarisation, with a control signal flat, not every such curve was filed as active; inconclusive means small, poorly fitted or top-dose-only effect, or effect the other way, or a change in a side signal; inactive means no such curve, though single readings can be large or run the other way; the % refers to the polarisation; further: potency means the concentration at half of the fitted maximal effect; % of control where 0% means no effect; many of its hits are not listed in these tables
Target sequence (O00255 whole entry, looked up): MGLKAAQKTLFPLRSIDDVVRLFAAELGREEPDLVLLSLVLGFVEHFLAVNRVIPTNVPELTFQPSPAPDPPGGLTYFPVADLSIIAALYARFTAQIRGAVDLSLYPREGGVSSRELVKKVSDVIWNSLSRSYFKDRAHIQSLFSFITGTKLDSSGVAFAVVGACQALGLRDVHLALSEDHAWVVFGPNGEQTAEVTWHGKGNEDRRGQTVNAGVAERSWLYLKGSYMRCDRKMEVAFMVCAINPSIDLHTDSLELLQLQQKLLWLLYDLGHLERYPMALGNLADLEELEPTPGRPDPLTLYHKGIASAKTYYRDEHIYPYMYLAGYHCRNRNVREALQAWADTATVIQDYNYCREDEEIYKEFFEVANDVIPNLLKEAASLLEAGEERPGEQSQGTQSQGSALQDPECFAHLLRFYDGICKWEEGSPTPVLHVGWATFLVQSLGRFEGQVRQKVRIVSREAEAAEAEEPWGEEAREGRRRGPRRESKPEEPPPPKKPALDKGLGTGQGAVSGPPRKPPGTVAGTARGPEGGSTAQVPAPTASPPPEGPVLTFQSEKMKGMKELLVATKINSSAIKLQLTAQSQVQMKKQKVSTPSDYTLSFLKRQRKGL
FLuc modulator = counter-screen for miR-21 project: firefly luciferase inhibitors or activators; Potency, µM (highest dose often 57.5 µM), for the others: at the highest dose activity change, negative = inhibition, most hits filed as inhibitors; hit rate 6.9% among 360,000; purified FLuc, Km substrates, luminescence inhibition; P08659;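 further: potency means the concentration at half of the fitted maximal effect; plate controls were vehicle for no effect and reference inhibitor for full effect; nearly all actives have a fitted effect of over 55% in size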
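Purified P. pyralis luciferase (10nM final) with 10uM D-luciferin and 10uM ATP (Km levels) in 50mM Tris acetate pH 7.5, 10mM Mg acetate, 0.01% Tween-20, 0.05% BSA; qHTS 6-point titration, ~60 µM downward; luminescence read.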
NPC1 prom act = activators of NPC1 promoter; Potency, µM (series often up to 9.22 µM), for the others: at the top dose activation, usual class: activators; Huh7 NPC1 promoter luciferase reporter, 24 h; hit rate 2.4% among 320,000;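 further: potency means the concentration at half of the fitted maximal effect; % of control where 0% means no effect; nearly all actives have a fitted effect of over 60% in size; reporter is driven by a mutant NPC1 promoter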
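Cells: Huh7 expressing luciferase under the NPC1 promoter, 1500/well. Seeded 2 h, compound added, incubated 24 h at 37 °C. Luciferase reagent, 10 min ambient, then luminescence.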
PKM2 act = activators of human pyruvate kinase M2 | hit rate 0.34% among 260,000 | purified PKM2, Kinase-Glo ATP luminescence, activation; response scale: 0% is enzyme alone, no compound | Potency, µM (highest dose often 57.5 µM), inactives show at the top dose activation, actives largely listed as activators | AID 1631; further: potency means the concentration at half of the fitted maximal effect; on the % scale 0 is the no-effect control and ±100 the full control effect; nearly all actives have a fitted effect of over 55% in size
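Kinase-Glo luminescence reports ATP generated from ADP (0.1 mM) and PEP (0.5 mM) by purified hPK-M2 after 1 h at room temperature, pH 7.2 imidazole buffer; intermediate enzyme activity allows detecting inhibitors and activators.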
* = called active by the depositor; ? = inconclusive; . = no result given. Unless noted, the call rests on the fitted dose curve; in most records, active means well fitted curve in the direction sought with a large enough effect; inconclusive means small, poorly fitted or top-dose-only effect, or another doubt; inactive means no such curve, though single readings can be large; an effect the other way counts as inactive or inconclusive. An excerpt; the hit share may differ from the screen's.

SMILES	MBNL1 CUG block	Gal4-VP16 FLuc	ELG1 repair inh	KCNH2 3.1 inh	RORg inh	Rab9 prom act	Mito fusion yeast	Menin-MLL TR inh	FLuc modulator	NPC1 prom act	PKM2 act
O/N=C\c1cnc(N2CCN(c3ccccc3)CC2)s1	11.6%	2.8%	?	9.1	?	?	25.9%	-4.9%	16.9µM*	15.8%	.
COC(=O)c1ccccc1NC(=O)c1cc(-c2cccs2)on1	6.3%	-11.0%	?	7.2	2.0%	2.24µM*	-0.3%	-6.0%	-6.5%	24.2%	-4.5%
CC(C)[C@H](NC(=O)C1CC(=O)N(c2ccc3c(c2)OCO3)C1)C(=O)NC1CCCC1 (stereo not given in full)	2.9%	-1.5%	-4.3%	-15.9	?	-0.8%	2.3%	2.1%	3.2%	-0.2%	8.1%
O=C(CN1CCN(c2ccccc2)CC1)Nc1ccc2c(c1)CCC2	-7.0%	-9.4%	16.6%	-8.3	34.9%	-0.7%	15.7%	-9.3%	?	4.7%	10.3%
CCN(C(=O)c1cc2c(C)nc3ccccc3c2o1)c1cc(Cl)ccc1OC	-3.9%	9.1%	0.0%	-4.1	8.6%	1.2%	?	.	-0.9%	-8.8%	-6.6%
Cc1ccc(C2=NN(C(=O)c3ccco3)C(O)(C(F)(F)F)C2)cc1 (stereo not given)	-4.5%	?	-19.2%	-25.5	?	-2.0%	15.0%	-16.3%	19µM*	-1.2%	3.0%
COCCC(=O)N1CCCC(C(=O)c2ccc(Oc3ccccc3)cc2)C1 (stereo not given)	-6.3%	-10.2%	-16.9%	5.4	45.0%	-21.4%	28.1%	-11.7%	-7.2%	-3.9%	-2.7%
CC(OC(=O)c1ccncc1)C(=O)NC1CCCC1 (stereo not given)	1.6%	9.2%	2.2%	9.1	0.2%	0.0%	0.3%	4.8%	-3.1%	0.2%	-2.0%
O=S(=O)(Nc1ccc(-n2cccc2)cc1)c1ccc(F)cc1	-2.6%	0.0%	6.6%	6.8	-9.1%	0.1%	-5.4%	?	-5.7%	-4.5%	?
Cc1ccc(NC(=O)Cn2cccc2)cc1	-4.9%	-5.2%	11.2%	19.4	3.1%	-9.7%	-3.9%	6.3%	2.1%	-0.9%	-0.5%
Cc1ccc(CNC(=O)CCn2cc(-c3ccc(C)cc3)nc2CCN)cc1	.	.	?	-16.3	.	0.6%	-1.1%	.	6.6%	-1.2%	.
N#Cc1c2n(c3c(=O)n(Cc4ccccc4Cl)cnc13)CCCCC2	-9.9%	2.0%	?	3.6	?	2.2%	4.6%	-15.6%	-1.0%	3.8%	15.2%
CCCN1CCC(NC(=S)Nc2ccc([N+](=O)[O-])cc2)CC1	?	6.7%	22.6%	-28.1	-2.7%	9.7%	-1.5%	1.5%	-3.1%	0.2%	-11.9%
NS(=O)(=O)c1ccc(NC(=O)c2ccccc2Cl)cc1	1.4%	-0.3%	0.4%	-1.6	1.9%	-1.1%	-1.2%	12.4%	-0.8%	-2.4%	-4.5%
CSCCC(NC(=O)c1ccccc1Br)C(=O)NNC(=O)c1ccco1 (stereo not given)	.	.	13.1%	18.2	.	-2.9%	-5.8%	.	-8.9%	-1.7%	.
Cc1cccc(C)c1NC(=O)CSc1nnc(Cc2ccccc2)o1	-6.9%	-4.1%	-3.1%	-8.3	-16.8%	-3.7%	-0.4%	23.0%	-0.5%	1.4%	-5.7%
CCOC(=O)C1(CC2CC2)CCN(C(=O)c2cc(C3CC3)nc3ccccc23)CC1	-6.4%	-6.1%	?	3.6	-17.7%	3.4%	15.7%	-9.1%	?	5.8%	-0.7%
CCOC(=O)C1=NOC(Cn2cc(C#N)c(=O)n(C)c2=O)C1 (stereo not given)	-5.4%	2.2%	0.8%	16.6	9.5%	-5.3%	-2.6%	14.2%	-0.5%	-2.9%	0.7%
O=C(c1ccc2c(c1)OCO2)[C@@H]1[C@@H]2C(=O)N(C3CCCCC3)C(=O)[C@@H]2C2c3ccccc3C=CN21 (stereo not given in full)	7.2%	-17.9%	0.0%	-3.6	-16.9%	-4.4%	11.8%	-22.7%	-2.7%	-1.5%	9.3%
CCC(CC)c1nnc(NC(=O)CCc2ccc(OC)cc2)s1	-4.7%	-16.1%	?	-6.5	-20.5%	0.3%	-1.2%	-9.8%	?	2.2%	-3.1%
Cc1ccccc1/C=C/c1nc2ccccc2c(=O)n1CCc1ccccc1	-4.7%	-1.8%	16.4µM*	-17.0	-22.2%	-3.8%	5.9%	-0.4%	-8.3%	-1.1%	3.7%
CCNC(=O)CC1SC(=Nc2cccc(Cl)c2C)N(C)C1=O (stereo not given)	-0.4%	-10.4%	16.1%	1.8	?	-0.1%	3.3%	17.4%	-12.3%	-1.1%	-13.3%
O=c1[nH]c(COc2ccc(Cl)cc2Cl)nc2ccccc12	-1.7%	-7.1%	?	-3.2	-2.8%	2.24µM*	4.0%	.	1.69µM*	2.51µM*	-1.9%
CC(C)c1ccccc1NC(=O)COC(=O)CCN1C(=O)/C(=C\C=C\c2ccccc2)SC1=S	4.5%	3.98µM*	24.6%	-5.9	2.51µM*	-2.6%	-3.6%	2.4%	-13.7%	2.2%	5.7%
COC(=O)CSc1nc(C)c(C(=O)Nc2ccccc2C)c(-c2ccc(Cl)cc2)c1C#N	?	1.3%	7.4%	-8.3	1.1%	0.7%	10.4%	-7.5%	-0.4%	2.8%	-0.5%
SMILES	MBNL1 CUG block	Gal4-VP16 FLuc	ELG1 repair inh	KCNH2 3.1 inh	RORg inh	Rab9 prom act	Mito fusion yeast	Menin-MLL TR inh	FLuc modulator	NPC1 prom act	PKM2 act
Cc1ccc(NC(=S)N(CCN2CCOCC2)Cc2cc3cc4c(cc3[nH]c2=O)OCCO4)cc1	-7.2%	6.9%	-26.7%	20.6	5.0%	-5.5%	-1.3%	.	-0.4%	3.4%	1.1%
CCOc1ccccc1C(=O)Nc1ccc(-n2nncc2C(C)(C)C)cc1	.	-10.7%	?	7.9	-24.8%	-0.7%	2.9%	-10.4%	2.9%	-7.6%	2.5%
COc1ccccc1-c1n[nH]c2c1[C@H](C)CC[C@H]2C(C)C	6.2%	12.6µM*	10.0%	8.3	3.16µM*	-4.7%	-14.5%	-15.4%	-7.8%	2.9%	-9.4%
N#Cc1nc(COc2ccc(Cl)cc2)oc1N1CCN(Cc2ccccc2)CC1	-2.7%	0.5%	?	.	?	1.0%	17.3%	-9.3%	-2.9%	-0.7%	-0.7%
COc1cc2c(cc1OC)C(c1ccccc1O)NCC2 (stereo not given)	-2.3%	.	-2.1%	-14.6	.	0.2%	1.2%	-3.3%	-1.4%	-3.7%	-2.0%
COc1ccc(OC)c(Nc2nc(-c3sc(NC(=O)CC(C)C)nc3C)cs2)c1	24.6%	-23.9%	?	12.6	30.6%	-4.7%	1.8%	?	-2.3%	-17.2%	6.8%
CCOC(=O)c1c(C)[nH]c(C(=O)OCCOc2ccc(Cl)cc2)c1C	-7.3%	?	?	?	?	10.0%	-0.5%	6.6%	-16.6%	17.3%	7.0%
O=C1NN(c2ccc(Cl)c(Cl)c2)C(=O)/C1=C/c1cccc(OC(=O)c2cccs2)c1	2.0%	-7.8%	6.2%	.	36.3%	-2.0%	5.3%	?	?	0.4%	9.6%
Cc1cc(C(C)(C)C)cc(S(=O)(=O)Nc2ccc(C(=O)O)cc2)c1C	-17.5%	-22.2%	-6.8%	-5.6	30.6%	0.7%	5.0%	13.7%	?	-1.7%	-2.8%
Cc1nc(-c2ccc(S(=O)(=O)N3CCN(Cc4ccccc4)CC3)s2)cs1	6.3%	-1.0%	?	27.2	27.4%	-2.2%	6.5%	.	4.0%	-0.8%	-0.3%
CC(C)(C)S(=O)(=O)c1ccc2nc3c(n2c1)CCCC3	-8.0%	-4.6%	-10.9%	3.2	-26.1%	-0.8%	0.0%	-3.2%	6.1%	4.8%	0.1%
CC(C)n1c(=O)c2c(O)cc(=O)oc2c2ccccc21	9.7%	4.1%	5.1%	9.0	14.4%	-3.2%	-6.1%	.	2.7%	0.4%	-5.1%
O=C(/C=C/c1ccc([N+](=O)[O-])cc1)NCC1CCCO1 (stereo not given)	?	6.3%	?	10.9	7.1%	-2.9%	-6.3%	18.7%	?	18.5%	-7.0%
